Bioassay records from PubChem BioAssay.
SRC1 TRFRET art: TR-FRET detection interference compounds, primary screen, artefact control for PPARgamma SRC-1 recruitment agonists, biochemical, TR-FRET emission ratio; TR-FRET detection artefact counter-screen; hits give high values; TR-FRET ratio at 8 µM; 99,000 tested, 0.34% active; in the data active means TR-FRET ratio above about 2300; further: inactives centre near 1800
SRC3 TRFRET art: TR-FRET detection interference compounds, artefact control for PPARgamma SRC-3 recruitment agonists, biochemical, TR-FRET ratio; TR-FRET artefact counter-screen, PPARgamma/SRC-3 format; hits give high values; TR-FRET ratio at 8 µM; 99,000 tested, 0.39% active; in the data active means TR-FRET ratio above about 2000; further: inactives centre near 1600
Active calls of the source: *. This is a random part of the collection; 0.65% or so of the library scored in one or more.

SMILES	SRC1 TRFRET art	SRC3 TRFRET art
Cc1ccc(Nc2cc(C)nc(N3CCOCC3)n2)c(C)c1	1875	1586
O=C(c1ccco1)N1CCN(Cc2nnnn2CC2CCCO2)CC1 (stereo unspecified)	1437	1419
O=C(c1ccccc1)C1CN(Cc2ccccc2)CCC1(O)c1ccccc1 (stereo unspecified)	1918	1778
Cc1cc(C(F)(F)F)nn2cnnc12	1899	1528
Nc1nc(SCC(=O)Nc2cccnc2Cl)n[nH]1	1654	1575
COc1ccccc1-c1cc(C(F)(F)F)nc(S(=O)(=O)CCCC(=O)NCc2ccc(F)cc2)n1	1864	1485
C(#Cc1ccccc1)C[N+]1(CC#Cc2cccc3ccccc23)CCOCC1	1871	1691
COC(=O)C(NS(=O)(=O)c1ccccc1Cl)c1ccccc1 (stereo unspecified)	1717	1772
Cc1ccc(NCC(=O)N=Nc2c(O)n(C)c3ccccc23)cc1	1766	1643
Cc1ccc(N(C(=O)c2ccc3c(c2)OCO3)C2C=CS(=O)(=O)C2)cc1 (stereo unspecified)	1849	1710

Whole records as entered above:
`Cc1ccc(Nc2cc(C)nc(N3CCOCC3)n2)c(C)c1` in the list: SRC1 TRFRET art: 1875; SRC3 TRFRET art: 1586
`COc1ccccc1-c1cc(C(F)(F)F)nc(S(=O)(=O)CCCC(=O)NCc2ccc(F)cc2)n1` in the list: SRC1 TRFRET art: 1864; SRC3 TRFRET art: 1485

The results go on:
SMILES	SRC1 TRFRET art	SRC3 TRFRET art
CCc1ccc(NC(=O)C/C(C)=N/NC(=O)OCc2ccc(OC)cc2)cc1	1931	1812
COc1ccccc1/C=N/NC(=O)CNC(=O)c1ccc(S(=O)(=O)N2CCCC2)cc1	1877	1559
COc1ccccc1N1CCN(CCc2n[nH]c(=S)n2-c2ccccc2)CC1	1664	1649
COc1ccc(S(=O)(=O)N2CCC(n3cnc4cc(C(F)(F)F)ccc43)CC2)cc1	1913	1525
Cc1ccccc1C(=O)NC=C1C(=O)OC(C)(C)OC1=O	1863	1587
COc1ccc(CCNC(=O)CN2C(=O)NC(CCSC)C2=O)cc1 (stereo unspecified)	1778	1450
O=C(NC1(C(F)(F)F)NC(=O)N(C2CCCCC2)C1=O)c1ccco1 (stereo unspecified)	1697	1801
Cc1sc2ncnc(N/N=C/c3ccccc3O)c2c1C	1667	1675
Nc1ccc(S(=O)(=O)NC2(C(F)(F)F)NC(=O)N(c3ccccc3Cl)C2=O)cc1 (stereo unspecified)	1903	1530
O=C(c1cccc(S(=O)(=O)N2CCCC2)c1)N1CCCc2ccccc21	1983	1492
COc1ccc(N2CCN(C(=O)Cn3cnc4c(cnn4-c4ccccc4)c3=O)CC2)cc1	1703	1565
COc1cc(/C=N/NC(=O)c2nonc2C)ccc1O	2024	1661
CCCCCCCNC1=CC(=O)CC(c2ccccc2)C1 (stereo unspecified)	1473	1522
COc1cccc(NC(=O)COC(=O)/C=C/c2ccc(Cl)cc2Cl)c1	1970	1619
Cc1cccc(C)c1NC(=O)C(=O)NCCCN1CCOCC1	1876	1566
CN(C)S(=O)(=O)c1cc(NC(=O)CN2CCc3ccccc32)ccc1Cl	1654	1597
NC(N)=Nc1nc2cc([N+](=O)[O-])ccc2o1	1634	1640
CN1C(=O)c2c(sc3c2CCCC3)NC1c1ccccc1O (stereo unspecified)	2053	1974
O=C1C2CCCN2C(=S)N1Cc1ccccc1 (stereo unspecified)	1737	1573
COc1ccccc1CCNC(=O)c1cc(-c2ccccn2)nc2ccc(Br)cc12	1862	1521

Another view of three compounds above.
SMILES,SRC1 TRFRET art,SRC3 TRFRET art
COc1cccc(NC(=O)COC(=O)/C=C/c2ccc(Cl)cc2Cl)c1,1970,1619
Cc1cccc(C)c1NC(=O)C(=O)NCCCN1CCOCC1,1876,1566
CN(C)S(=O)(=O)c1cc(NC(=O)CN2CCc3ccccc32)ccc1Cl,1654,1597

(further entries)
SMILES	SRC1 TRFRET art	SRC3 TRFRET art
CCn1c(O)c(/C=C/C=C/C=Nc2ccccc2)sc1=S	1978	1891
CCOC(=O)c1c(C)[nH]c(C(=O)COC(=O)/C=C/c2cccc(OC)c2OC)c1C	1791	1381
O=C(COC(=O)CNC(=O)c1ccccc1)Nc1ccc(F)c([N+](=O)[O-])c1	1649	1384
CC1(C(=O)NCCc2c[nH]c3ccccc23)C=CCN1C(=O)c1ccccc1 (stereo unspecified)	1492	1546
CCCCN(C(=O)NC(=O)C1=C(N2CCOCC2)/C(=C/c2ccccc2)CC1)S(C)(=O)=O	1851	1516
O=C1CCC(=O)N1CC(=O)N(c1ccccc1)c1ccccc1	2067	1719
CCNc1nc(NC(C)C)nc(ON=C(C)C)n1	1693	1601
CCOC(=O)N1CCC(NC(=O)Cn2c3c(c(-c4ccccc4Cl)cc2=O)CCC3)CC1	1796	1723
O=C(NCCc1ccccc1)C(c1ccccc1)N(C(=O)c1csnn1)C1CC1 (stereo unspecified)	1861	1720
CCCNC(=O)c1cccc(Cn2cc(Br)c([N+](=O)[O-])n2)c1	1790	1856
Cc1cc(N/N=C2\CC(C)CC(C)(C)C2)nc2ccccc12 (stereo unspecified)	1735	1663
COC(=O)Cc1ccc(NC(=S)NCCSc2ccc(C)cc2)cc1	1999	1761
CCOc1ccc(-c2nn(-c3ccccc3)cc2/C=C2\SC(=S)N(Cc3ccco3)C2=O)cc1	1789	1658
Cc1c(Br)c([N+](=O)[O-])nn1CC(=O)Nc1sc2c(c1C(=O)OC(C)C)CCC(C)C2 (stereo unspecified)	2003	1839
C#CCOCCOCCOCCNc1nc(N2CCN(C(=O)[C@H]([C@@H](C)CC)n3cc([C@@H](N)Cc4ccc(O)cc4)nn3)CC2)nc(N2CCN(C(=O)[C@H]([C@@H](C)CC)n3cc([C@@H](N)CC(C)C)nn3)CC2)n1	1707	1534
CC(=O)N(C)c1ccc(OCC(O)Cn2c(C)nc3ccccc32)cc1 (stereo unspecified)	1881	1471
O=C(Cc1ccc(Br)cc1)NNC(=O)Nc1ccc(Cl)cc1	1778	1604
COc1cc(C(C)=O)ccc1Oc1cnccn1	1785	1559
C/C(=N\NC(=S)NCc1ccccc1)c1ccc(Cl)s1	1652	1686
COc1cccc(NC(=O)c2cc(CN3C(=O)c4ccccc4C3=O)ccc2OC)c1	2110	1737
O=C(N/N=C/c1ccc[nH]1)c1ccc(COc2cccc3cccnc23)cc1	1870	1580
Cc1c(NC(=O)/C(C#N)=C/c2ccc(-c3ccc(Cl)cc3)o2)c(=O)n(-c2ccccc2)n1C	1756	1532
Cc1ccc(OCc2nnc(SCC(=O)N3c4ccccc4Sc4ccc(Cl)cc43)o2)cc1	1819	1659
COc1cccc(C2C(C(=O)/C=C/c3ccco3)=C(O)C(=O)N2CCN2CCOCC2)c1 (stereo unspecified)	1954	1647
Cc1sc2nc3c(SC(C)C(=O)O)cc(C(=O)c4ccccc4O)cn3c(=O)c2c1C (stereo unspecified)	1751	1694
COc1ccc(NS(=O)(=O)c2ccc(OC)c(OC)c2)cc1OC	1956	1512
COCCNC(=O)CSc1nnc(-c2ccccc2F)n1Cc1ccccc1	1561	1511
CCOc1ccc(C(C)=O)cc1CSc1nnc(N)s1	1777	1545
C#CCOCCOCCOCCNc1nc(N2CCN(C(=O)C(Cc3ccc(O)cc3)n3cc(C(N)CC(C)C)nn3)CC2)nc(N2CCN(C(=O)C(Cc3ccc(O)cc3)n3cc(C(N)C(C)CC)nn3)CC2)n1 (stereo unspecified)	1580	1458
Cc1ccc2c(C)c(C(=O)Nc3ccc(S(N)(=O)=O)cc3)oc2c1C	1725	1448
COCCCNC(=S)NNC(=O)Cn1nc(C)c(Br)c1C	1729	1406
CCN(C(=O)COC(=O)c1ccc2[nH]c3c(c2c1)CCCC3)C1CCS(=O)(=O)C1 (stereo unspecified)	1734	1516
COc1cc(/C=N/NC(=O)CN2CCCCC2)ccc1OCc1ccccc1	1693	1576
CSc1cccc(NC(=O)CCC(=O)O)c1	1879	1586
CCCN(CCC)CCCNC(=S)Nc1ccc2nc(N3CCN(C)CC3)cc(C)c2c1	1553	1495
CSc1ccc(/C=N/N2CCN(C)CC2)cc1	1686	1585
Brc1ccccc1OCCCCn1cnc2ccccc21	1733	1620
CC1(C)COC(/C=C/c2ccc([N+](=O)[O-])cc2)=N1	1916	1707
CN(C)c1ccc(/C=N/NC(=O)c2ccco2)cc1	1768	1712
COCCCNCC(O)COc1ccccc1F (stereo unspecified)	1982	1665
CN(C#N)c1nc(Cl)nc(Nc2cccc(Cl)c2)n1	1827	1612
COc1ccc(-n2cnc(N)c2C(=O)c2cccc([N+](=O)[O-])c2)cc1	1910	1726
COc1ccc(C(=O)Nc2ccc(C3=NNC(=O)CC3C)cc2NC(=O)c2ccc(OC)cc2)cc1 (stereo unspecified)	1733	1564
O=C(/C=C/c1ccco1)Nc1nnc(-c2ccco2)s1	1689	1768
Cc1nc2ccc(NC(=O)CCS(=O)(=O)c3ccccc3)cc2s1	1719	1750
CC(=O)Nc1ccc(-c2cn3cc(C)ccc3n2)cc1	2007	1689
NNC(=O)Nc1cccc(C(F)(F)F)c1	1752	1565
O=C(N/N=C/c1ccncc1)c1ccc(NC(=O)c2cccc(Cl)c2)cc1	1620	1577
COc1ccc(C(=O)NCc2nnc(SCC(=O)N3CCOCC3)o2)cc1OC	1758	1580
CCN(CC)CCNC(=O)c1cc2cc(Br)ccc2s1	1995	1610

Reprinted from the entries so far, 2 compounds:
SMILES	SRC1 TRFRET art	SRC3 TRFRET art
CN(C#N)c1nc(Cl)nc(Nc2cccc(Cl)c2)n1	1827	1612
COc1ccc(-n2cnc(N)c2C(=O)c2cccc([N+](=O)[O-])c2)cc1	1910	1726

Shown with bars between the fields: 5 of the compounds above.
canonical_smiles | SRC1 TRFRET art | SRC3 TRFRET art
O=C(N/N=C/c1ccncc1)c1ccc(NC(=O)c2cccc(Cl)c2)cc1 | 1620 | 1577
COc1ccc(C(=O)NCc2nnc(SCC(=O)N3CCOCC3)o2)cc1OC | 1758 | 1580
CC(=O)Nc1ccc(-c2cn3cc(C)ccc3n2)cc1 | 2007 | 1689
NNC(=O)Nc1cccc(C(F)(F)F)c1 | 1752 | 1565
Cc1nc2ccc(NC(=O)CCS(=O)(=O)c3ccccc3)cc2s1 | 1719 | 1750

(further entries)
SMILES	SRC1 TRFRET art	SRC3 TRFRET art
CCCn1c(C)cc(C(=O)COC(=O)c2ccc[nH]c2=O)c1C	1897	1677
CCCOCC(O)CC(CC)C(=O)NNC(=S)Nc1ccccc1 (stereo unspecified)	1832	1536
COc1ccc(/C(N)=N/OC(=O)C2CCC(=O)N2S(=O)(=O)c2ccc(C)cc2)cc1 (stereo unspecified)	1927	1746
CCN=C1S/C(=C\c2cc(OCC)c(O)cc2Br)C(=O)N1CC	1716	1470
COc1ccc(C2CC(c3ccc(Br)cc3)=NN2C(=O)c2cccnc2)cc1 (stereo unspecified)	1703	1668
N/C(=N\OC(=O)/C=C/c1ccc(Br)cc1)c1ccccn1	1962	1809
CCN(C(=O)COC(=O)c1cc(S(=O)(=O)Nc2c(C)n(C)n(-c3ccccc3)c2=O)ccc1Cl)C1CCCCC1	1877	1976
COCCNC(=O)Cn1c(=O)n(Cc2ccc(C(=O)NCc3ccco3)cc2)c(=O)c2ccccc21	1827	1867
CC(C)c1onc(C(=O)NC(C)c2ccccc2)c1[N+](=O)[O-] (stereo unspecified)	1651	1373
O=C(CCNC(=O)Cn1ccc2ccccc2c1=O)NCCc1ccc(Cl)cc1	2002	1757
CC(=O)c1sc2nc(CSc3nncn3C)[nH]c(=O)c2c1C	1861	1554
Cc1nc(Cl)c(C(=O)NC(=O)NCc2ccccc2)c(C)c1Cl	2008	1682
CC(=O)c1ccc(NC(=S)NC2CCCC(C)C2C)cc1 (stereo unspecified)	1624	1535
CC(Sc1nc(-c2ccc(F)cc2)cs1)C(=O)N1c2ccccc2CC1C (stereo unspecified)	1830	1511
O=C(CO)N/N=C/c1c2ccccc2cc2ccccc12	2142	1711
COc1ccc(OC)c(Cc2nnc(CCC(=O)NC3CCCCC3)o2)c1	1767	1697
CCOC(=O)C1(CCCc2ccccc2)CCN(C(=O)CCCn2cncn2)CC1	1683	1597
CC1(C)CC(=O)C2=C(C1)Nc1ccccc1N(C(=O)C1CC1)C2c1ccco1 (stereo unspecified)	1737	1639
C=C(C)CSc1[nH]c(=O)cc(C)c1C#N	1696	1671
Cc1cc(C)c(NC(=O)CSc2nc3ccc(N4C(=O)c5ccccc5C4=O)cc3s2)c(C)c1	1890	1538
COc1cc2c(cc1OC)CN(C(=O)CSc1nnc3scc(-c4ccccc4)n13)CC2	1829	1588
Cc1oc(-c2ccccc2F)nc1CS(=O)(=O)CC(=O)N1CCOCC1	1948	1530
Cc1ccc(NC(=O)c2cc(N3C(=O)C=CC3=O)ccc2N2CCOCC2)cc1Cl	1735	1468
CCC(NC(=O)c1ccccc1Br)c1ccccc1 (stereo unspecified)	1860	1627
CCCCNC(=O)N1CCN(C/C=C/c2ccccc2)CC1	1752	1548
CC(=O)NC1=NN(C(C)=O)C(C)(CCS(=O)(=O)c2ccc(Cl)c(Cl)c2)S1 (stereo unspecified)	1766	1642
CCOCCCNC(=S)N1CCC(NC(=O)C2CCCCC2)CC1	1726	1574
COC(=O)CSc1nc(NC(C)C)nc(N(C)C)n1	1706	1527
CC1=C(C(=O)Nc2ccc(C)cn2)C(c2cnn(C)c2)C2=C(CCCC2=O)N1 (stereo unspecified)	1791	1536
CCOP(=O)(OCC)C(Nc1ccc(OC)cc1)c1ccco1 (stereo unspecified)	1835	1654
O=C(NC(=S)Nc1nc2c(s1)CCCC2)c1ccccc1	1694	1673
CCCC(=O)Nc1sc(Cc2ccccc2)c(C)c1C(N)=O	1465	1763
CCOC(=O)N/N=C/c1ccccc1OCc1ccc(Cl)cc1	1718	1616
Cc1ccc(S(=O)(=O)/C=C/c2ccccc2)cc1	1875	1408
